Screens (PubChem BioAssay)
Insulin prom up: MIN6 insulin promoter up-regulation | MIN6 insulin promoter-GFP reporter, high-content imaging; hits give high values | z-score at 5 µM | 190,000 compounds, 0.3% hits | AID 1625;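 active = z-score above 3 at 5 µM with at least 500 cells counted in the well; inconclusive = wells under 500 cells, flagged as cytotoxic or low count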
bCat nuc transl: modulators of beta-catenin nuclear translocation | HeLa beta-catenin nuclear translocation, immunofluorescence imaging | nuclear translocation activity, % at 5 µM | 190,000 compounds, 0.3% hits | AID 1665;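 active = nuclear translocation activity above 50% at 5 µM, with a well cell count of 50 or more; inconclusive = wells under 50 cells across six images, flagged as toxic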;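 note: per-cell ratio of nuclear to cytoplasmic median beta-catenin stain intensity; plate controls were DMSO negative control for no effect and GSK-3 inhibitor IX positive control for full effect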
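test system = HeLa cells, endogenous beta-catenin | dosing = single 5 µM dose plus 0.02–20 µM confirmation series | times = compound treatment 24 h, 37°C, 5% CO2 | technique = beta-catenin immunofluorescence imaging with DAPI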
West Nile antiviral: West Nile virus antiviral activity, cell-based, CPE readout (AID 1621). West Nile virus-infected cells, CPE inhibition; higher % means a stronger effect. CPE inhibition, % at 10 µM; hits with a dose series show IC50 in µM. 290,000 compounds, 0.02% hits; in the data active = a potency from the dose series; inconclusive = CPE inhibition mostly from about 3.7% at the one dose, without a potency; inactive = the rest, 99 in 100 with CPE inhibition below about 2.2%; note: strong numbers were not always called active
WT yeast gro inh: growth inhibition of WT yeast, mitochondrial fusion screen. AID 1362. inhibition, % at 10 µM. mitochondrial fusion phenotypic screen, WT strain. 190,000 compounds, 2.1% hits; in the data active = inhibition above about 58%; tested in S. cerevisiae
Myeloid diff MLP: promotes myeloid progenitor differentiation; AID 624256; ER-HoxA9 myeloid progenitors, lysozyme-GFP differentiation, flow cytometry; calls only at 10 µM; 360,000 compounds, 1% hits;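 active = normalized GFP-positive differentiation at or above the plate's own cutoff, the solvent-only control mean plus 3 SD; inconclusive = no clear call, values can overlap the other calls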;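 note: cells exposed to compound for four days before flow analysis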
Hep lipid drop: hepatic lipid droplet formation modulation. AML12 mouse hepatocytes, oleate lipid droplets, BODIPY imaging. inhibition, % at 6.5 µM. 240,000 compounds, 0.4% hits. AID 1656;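 active = lipid droplet intensity inhibited by at least 50%, with more than 500 cells counted; inconclusive = wells with under 300 cells, treated as cytotoxic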
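Assay system: AML12 mouse liver cells | Compound: 6.5 µM single-point dosing | Schedule: Overnight exposure | Technique: Fluorescence imaging, 20x objective, two fields per well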
T cell HTS: T cell immune modulation candidate | 2C CD8+ T cell-vesicle binding, flow cytometry; hits give low values | calls only at 7 µM | 330,000 compounds, 0.068% hits;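 active = response, share of CD8 T cells binding vesicles, and their 90th percentile fluorescence all below set limits, cut at about 80% in these data, passing the limit was not always enough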
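Assay system: 2C TCR transgenic mouse naive CD8+ T cells, MACS-purified | Read-out: CD8+ gate FL2 mean fluorescence as % of same-row positive control | Signal: High-throughput flow cytometry with anti-B7-1 and anti-CD8 staining | Timing: Binding step 1.5 h, 37 °C, antibody labelling 20 min, ice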
MT stabilizer: microtubule stabilization, imaging screen; 200,000 compounds, 0.83% hits; HeLa tubulin immunostaining HCS, 24 h; share of cells brighter than vehicle mean+2SD; AID 2205; % tubulin-high responders, % at 10 µM;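 active = plate Z-score above 3 for both tubulin-high and condensed-nucleus cell shares, with cell loss under 80%, at 10 µM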;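 note: anti alpha tubulin signal scored within the nucleus-defined area of each cell; some results filed as inactive read as strong as hits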
Autophagy HCS: modulators of autophagy. MEF GFP-LC3 puncta imaging; test concentration mostly 10 µM. calls only at 10 µM (by protocol). 190,000 compounds, 0.98% hits. AID 463193;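 active = percentage of spot-positive cells more than 3 SD above its plate mean, without a fluorescence outlier flag or 80% toxicity; inconclusive = no clear call, values can overlap the other calls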;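 note: spot-positive cell cutoff set from DMSO-treated cells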
WT yeast gro inh mutant strain: second read-out of WT yeast gro inh, no call of its own (marks repeat the call); inhibition, %; mitochondrial fusion phenotypic screen, mutant strain inhibition
Insulin prom up cell count: also measured in Insulin prom up; calls as there; cell count; measured here: cytotoxicity, nuclei count;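 total cells summed across four imaged fields per well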
Hep lipid drop cells 6.5 µM: further read-out of Hep lipid drop, marked with its call; cell count; measured here: cell count, cytotoxicity flag;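 cells counted across two imaged fields per well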
bCat nuc transl cell count 5 µM: recorded beside bCat nuc transl, whose call it bears; cell count; measured here: cell count, cytotoxicity flag
T cell HTS vesicle-bound %: recorded beside T cell HTS, whose call it bears; double positive events, %; measured here: CD8+ vesicle-bound cell fraction;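 binding gate set so that unloaded-vesicle control wells show 10% double positive cells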
MT stabilizer Hoechst-high %: second read-out of MT stabilizer, no call of its own (marks repeat the call); % Hoechst-high responders; measured here: nuclear condensation Hoechst responders;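 share of cells brighter than vehicle mean plus two SD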
MT stabilizer cytotoxicity %: second read-out of MT stabilizer, no call of its own (marks repeat the call); toxicity, %; measured here: cytotoxicity by cell density;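 0% = mean cell density of plate MIN control wells and 100% = no cells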
Autophagy HCS cell loss 18 h: further read-out of Autophagy HCS, marked with its call; toxicity, %; measured here: cell loss, nuclei count;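 cell loss after 18 h compound exposure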
Myeloid diff MLP GFP+ MAC1+ %: further read-out of Myeloid diff MLP, marked with its call; GFP+ MAC1+ double positive, %; measured here: differentiation confirmed by MAC1 staining
An asterisk follows results filed as active; i = inactive; u = inconclusive; x = no result given; + = active, no number.

SMILES | Insulin prom up | Insulin prom up cell count | bCat nuc transl | bCat nuc transl cell count 5 µM | West Nile antiviral | WT yeast gro inh | WT yeast gro inh mutant strain | Myeloid diff MLP | Myeloid diff MLP GFP+ MAC1+ % | Hep lipid drop | Hep lipid drop cells 6.5 µM | T cell HTS | T cell HTS vesicle-bound % | MT stabilizer | MT stabilizer Hoechst-high % | MT stabilizer cytotoxicity % | Autophagy HCS | Autophagy HCS cell loss 18 h
COc1ccc(COC(=O)N/N=C(\C)CC(=O)Nc2c(C)cc(C)cc2C)cc1 | 0.8 | 1568 | 1.5 | 1407 | x | -20 | 6 | i | 0.4 | x | x | i | 19 | 2.6 | 1.8 | 1.9 | i | 15
CC(=O)Nc1ccc(/C=N/N2CCCCC2)cc1 | 1 | 1199 | -1.0 | 1210 | -0.1% | -4 | -9 | i | 0.0 | 2 | 678 | i | 60 | 4.7 | 1.0 | 9.5 | i | -2
O=C(O)CCc1nc2cc(C(F)(F)F)ccc2n(Cc2ccccc2)c1=O | x | x | x | x | 0.1% | x | x | i | 1.8 | -3 | 829 | i | 27 | x | x | x | x | x
O=C(Nc1cccc(C(F)(F)F)c1)Nc1ccon1 | x | x | x | x | -0.6% | x | x | i | 0.6 | -13 | 822 | i | 9 | x | x | x | x | x
O=S(=O)(N1CCOCC1)N1CCOCC1 | x | x | x | x | 0.3% | x | x | i | 0.4 | 13 | 784 | i | 55 | x | x | x | x | x
CCCCn1c(=O)[nH]c(=O)c2c1nc(-c1cccc(OC)c1)n2C | x | x | x | x | 0.7% | x | x | i | 2.0 | 0 | 713 | i | 48 | x | x | x | x | x
COC(=O)C(C)Sc1ncnc2c1c(-c1ccccc1)cn2-c1ccc(OC)cc1 (stereo not drawn) | -0.23 | 1448 | -4.2 | 1154 | x | 26 | -7 | i | 0.9 | 18 | 654 | i | 9 | 3.2 | 2.0 | 5.3 | i | 13
O=C(/C(C=Nc1cccc(C(F)(F)F)c1)=C(/O)c1ccco1)C(F)(F)F | 0 | 1161 | 3.9 | 1033 | -0.3% | 11 | -8 | i | 0.7 | 19 | 585 | i | 33 | 2.5 | 3.9 | 4.7 | i | 2
CCN(Cc1ccccc1)C(=O)Cn1c(=O)n(CCC(=O)N2CCCCC2)c(=O)c2sccc21 | x | x | x | x | 0.1% | x | x | i | 0.0 | -14 | 704 | i | 24 | x | x | x | x | x
c1cnc(N2CCSCC2)nc1 | 0.28 | 1365 | -6.2 | 1043 | -0.3% | -4 | 3 | i | 8.3 | x | x | i | 32 | 4.3 | 1.6 | 4.3 | i | 6
C/C(=N\N1C(=O)c2ccccc2NC1c1ccco1)c1ccccc1O (stereo not drawn) | -0.33 | 1435 | -1.9 | 1106 | u | -5 | 1 | u | x | -38 | 628 | i | 12 | 5.7 | 0.9 | 9.1 | i | 20
COc1ccc(-c2oc3ccccc3c(=O)c2OCC(=O)O)cc1 | -0.35 | 1564 | 7.3 | 921 | 0.4% | 7 | 13 | i | 0.6 | -8 | 721 | i | 60 | 3.3 | 1.2 | 5.3 | i | 20
Cc1cc(N)n(-c2ccccn2)n1 | -0.38 | 1410 | 1.4 | 1283 | 2.6% | x | x | i | 0.4 | -2 | 730 | i | 23 | x | x | x | x | x
CC(NC(=O)C1CCC(=O)N1Cc1ccccc1Cl)c1ccccc1 (stereo not drawn) | x | x | x | x | -0.4% | x | x | i | 0.9 | -17 | 783 | i | 50 | x | x | x | x | x
O=[N+]([O-])c1cc(S(=O)(=O)N2CCCC2)ccc1SCCO | -0.27 | 1232 | -1.0 | 1124 | -0.5% | -3 | -11 | i | 0.5 | 5 | 707 | i | 33 | 3.1 | 1.9 | 2.3 | i | -11
CCCN(CC(=O)Nc1ccccc1C)C(=O)c1cc(=O)[nH]c2ccccc12 | -0.29 | 1160 | x | x | -0.4% | 11 | -9 | i | 0.3 | 0 | 689 | i | 39 | 1.4 | 1.4 | 1.5 | i | 5
O=C1C2C3CCC(C3)C2C(=O)N1Cc1ccco1 (stereo not drawn) | 0.4 | 1182 | 0.4 | 1013 | 0.3% | -4 | -27 | i | 0.3 | 20 | 562 | i | 35 | 2.4 | 3.2 | 8.3 | i | 0
Cn1c2ccccc2c2cnn(CC(=O)Nc3ccc(F)cc3F)c(=O)c21 | -0.12 | 1150 | 0.4 | 1332 | -0.1% | x | x | + | 3.2* | 8 | 703 | i | 48 | x | x | x | x | x
O=C(Nc1nc(-c2ccccc2)cs1)c1ccccc1F | x | x | x | x | -1.3% | x | x | i | 0.2 | 5 | 878 | i | 54 | x | x | x | x | x
N#Cc1c(-c2ccccc2)nc2n(c1=O)CCS2 | -0.7 | 1653 | -2.1 | 1282 | -0.2% | 19 | 10 | i | 1.3 | x | x | i | 6 | 3.4 | 1.9 | 8.3 | i | 2
COc1ccc(C(=O)N(C)C2CCN(C)CC2)cc1S(=O)(=O)Nc1cc(Cl)ccc1Cl | -0.15 | 1337 | -2.7 | 1158 | 0.2% | x | x | x | x | -6 | 683 | i | 42 | x | x | x | x | x
CC1CCN(CCC(=O)Nc2ccc3c(c2)CCC3)CC1 | x | x | -1.3 | 1203 | -1.1% | 15 | 3 | i | 1.0 | 13 | 721 | i | 38 | 2.6 | 2.5 | 0.6 | i | 0
CC[n+]1c(C)sc2c3ccsc3ccc21 | -0.22 | 1192 | 1.1 | 987 | -0.1% | 15 | -30 | i | 0.1 | 1 | 698 | i | 25 | 3.4 | 1.8 | 12 | i | 15
O=C(O)/C=C\c1cn(-c2ccccc2)nc1-c1cc2ccccc2o1 | -0.21 | 1554 | -0.3 | 863 | 0.8% | 13 | -9 | i | 0.3 | 5 | 700 | i | 26 | 3.5 | 2.6 | 6.1 | i | -7
Cc1cc(C(C)(C)C)oc1C(=O)NCCCNC(=O)c1oc(C(C)(C)C)cc1C | x | x | -2.8 | 1189 | -0.3% | -9 | 2 | i | 0.5 | -5 | 709 | i | 37 | 3.6 | 2.2 | 4.6 | i | -11

Further compounds follow:
SMILES | Insulin prom up | Insulin prom up cell count | bCat nuc transl | bCat nuc transl cell count 5 µM | West Nile antiviral | WT yeast gro inh | WT yeast gro inh mutant strain | Myeloid diff MLP | Myeloid diff MLP GFP+ MAC1+ % | Hep lipid drop | Hep lipid drop cells 6.5 µM | T cell HTS | T cell HTS vesicle-bound % | MT stabilizer | MT stabilizer Hoechst-high % | MT stabilizer cytotoxicity % | Autophagy HCS | Autophagy HCS cell loss 18 h
c1cc2c(cnc3cscc32)s1 | x | x | -0.7 | 861 | -0.7% | 17 | 10 | i | 0.3 | 2 | 673 | i | 43 | 3.4 | 2.6 | 0.6 | i | 2
Cc1ccnc(NC(=O)C2COc3ccccc3O2)c1 (stereo not drawn) | 0.17 | 1272 | 3.7 | 870 | 0.0% | 9 | 6 | i | 0.2 | -5 | 628 | i | 56 | 2.3 | 2.8 | 8.7 | i | 2
O=C(O)C1CCCN1S(=O)(=O)c1cccc(S(=O)(=O)N2CCCC2C(=O)O)c1 (stereo not drawn) | x | x | x | x | -0.6% | x | x | i | 0.5 | -6 | 767 | i | 55 | x | x | x | x | x
O=C(Cc1ccccc1F)Nc1ccc(S(=O)(=O)Nc2ncccn2)cc1 | x | x | x | x | 1.5% | x | x | i | 0.4 | 0 | 809 | i | 8 | x | x | x | x | x
Cc1ccc2oc(=O)cc(CN3CC(C)OC(C)C3)c2c1 (stereo not drawn) | x | x | x | x | 0.0% | x | x | i | 0.7 | 6 | 762 | i | 26 | x | x | x | x | x
O=C(CNC(=O)c1ccccc1)N/N=C/c1cccs1 | -0.15 | 1503 | -2.8 | 1043 | 2.1% | -3 | -4 | i | 0.4 | -6 | 647 | i | 53 | 2.8 | 1.9 | 9.6 | i | -10
COc1ccc(NC2CC(=O)N(c3ccccc3)C2=O)cc1 (stereo not drawn) | -0.26 | 965 | x | x | 0.0% | -18 | -23 | i | 0.2 | x | x | i | 10 | 1.9 | 1.8 | 4.7 | i | -7
CC1Cc2cc(S(=O)(=O)N3CCN(c4cccc(Cl)c4)CC3)ccc2N1C(=O)C1CC1 (stereo not drawn) | x | x | x | x | 0.1% | x | x | i | 11 | -39 | 686 | i | 14 | x | x | x | x | x
CC[C@@]1(c2ccccc2)C(=O)N(C(=O)OC)N1C(=O)OC | x | x | x | x | -0.9% | x | x | i | 0.7 | 12 | 778 | i | 56 | x | x | x | x | x
Cc1cc(C)c(S(=O)(=O)C(C)C)c(=O)[nH]1 | -0.39 | 1208 | -0.1 | 957 | 2.9% | -14 | -7 | i | 0.2 | 1 | 715 | i | 56 | 1.6 | 1.0 | 5.8 | i | 16
CCN(CC)c1ccc(/C=N/Nc2nc3ccccc3[nH]2)c(O)c1 | -3.7 | 509 | 0.5 | 908 | 12% | -10 | -3 | i | 0.6 | 9 | 706 | i | 51 | 1.6 | 1.1 | 20 | i | 32

Structures above that contain a Cl atom:
SMILES | Insulin prom up | Insulin prom up cell count | bCat nuc transl | bCat nuc transl cell count 5 µM | West Nile antiviral | WT yeast gro inh | WT yeast gro inh mutant strain | Myeloid diff MLP | Myeloid diff MLP GFP+ MAC1+ % | Hep lipid drop | Hep lipid drop cells 6.5 µM | T cell HTS | T cell HTS vesicle-bound % | MT stabilizer | MT stabilizer Hoechst-high % | MT stabilizer cytotoxicity % | Autophagy HCS | Autophagy HCS cell loss 18 h
CC(NC(=O)C1CCC(=O)N1Cc1ccccc1Cl)c1ccccc1 (stereo not drawn) | x | x | x | x | -0.4% | x | x | i | 0.9 | -17 | 783 | i | 50 | x | x | x | x | x
COc1ccc(C(=O)N(C)C2CCN(C)CC2)cc1S(=O)(=O)Nc1cc(Cl)ccc1Cl | -0.15 | 1337 | -2.7 | 1158 | 0.2% | x | x | x | x | -6 | 683 | i | 42 | x | x | x | x | x
CC1Cc2cc(S(=O)(=O)N3CCN(c4cccc(Cl)c4)CC3)ccc2N1C(=O)C1CC1 (stereo not drawn) | x | x | x | x | 0.1% | x | x | i | 11 | -39 | 686 | i | 14 | x | x | x | x | x
